Screens: PubChem, The Scripps Research Institute Molecular Screening Center
PG9 Ab binder = binds the HIV-1 gp120 antibody PG9; 360,000 compounds, 0.43% hits; inhibition, % at 6.7 µM; TR-FRET gp120-PG9 antibody binding; AID 624416; in the data active = inhibition above about 8.5%
TCR-CD3 inh = human TCR-CD3 binding inhibition; AID 651800; 360,000 compounds, 0.37% hits; TAMRA-labeled TCR probe fluorescence, biochemical; inhibition, % at 9.4 µM; in the data active = inhibition above about 19%;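 also: recombinant mutant TCR 2C K166C tagged with TAMRA read by polarization; 0% = receptor in buffer alone and 100% = receptor with positive control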
PRMT1 FP inh = inhibitors of human PRMT1; Q99873; recombinant PRMT1, activity-based probe fluorescence polarization; inhibition, % at 2.79 µM; 370,000 compounds, 1.3% hits; AID 652257;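 active = inhibition above about 21% made by adding two undisclosed values, limit read from the data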
mABHD4 FP = ABHD4 (mouse) inhibition, primary FP screen; 370,000 compounds, 0.54% hits; Q8VD66; inhibition, % at 8.92 µM; purified mABHD4, FP-Rh probe fluorescence polarization;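 active = inhibition exceeding the mean over every tested compound plus 3 SD, cut at about 30% in these data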;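 also: 0% = plate median of compound wells and 100% = S159A mutant with DMSO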
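System: mouse ABHD4 enzyme, wild type / Medium: HEPES pH 7.0, NaCl, Pluronic buffer / Reagent: FP-Rh activity-based fluorescent probe / Control set: S159A mutant high control, sample median low control / Detection: fluorescence polarization with parallel and perpendicular emission, 525/598 nm / Schedule: 45 min + 60 min at 25 °C / Compound dosing: 8.92 µM, single dose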
UHRF1 MBD2 ctr = UHRF1 methyl-DNA binding inhibition. Q96T88. UHRF1 binding to methylated oligo, TR-FRET. inhibition, % at 4.4 µM. 370,000 compounds, 0.75% hits; in the data active = inhibition above about 21%;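 also: UHRF1 SRA domain binding a hemimethylated CpG hairpin DNA probe; 0% = median of test compound wells and 100% = reference inhibitor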
HTRA1 inhibitor = blocks human HTRA1 serine peptidase; recombinant HTRA1, FP-rhodamine activity-based probe, fluorescence polarization; AID 504803; Q92743; inhibition, % at 5.96 µM; 340,000 compounds, 0.5% hits; in the data active = inhibition above about 36%;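 also: 0% = enzyme with DMSO and 100% = wells lacking enzyme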
TDP2 absorb = TDP2 (human) inhibition, absorbance primary screen; O95551; recombinant TDP2, T5PNP hydrolysis, p-nitrophenol absorbance 415 nm; inhibition, % at 12.8 µM; 370,000 compounds, 0.34% hits;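 active = inhibition above the mean of all tested compounds plus 3 SD, set per campaign, cut at about 25% in these data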;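 also: 0% = DMSO with enzyme and 100% = buffer with substrate but no TDP2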
Target sequence (O95551 whole entry, looked up): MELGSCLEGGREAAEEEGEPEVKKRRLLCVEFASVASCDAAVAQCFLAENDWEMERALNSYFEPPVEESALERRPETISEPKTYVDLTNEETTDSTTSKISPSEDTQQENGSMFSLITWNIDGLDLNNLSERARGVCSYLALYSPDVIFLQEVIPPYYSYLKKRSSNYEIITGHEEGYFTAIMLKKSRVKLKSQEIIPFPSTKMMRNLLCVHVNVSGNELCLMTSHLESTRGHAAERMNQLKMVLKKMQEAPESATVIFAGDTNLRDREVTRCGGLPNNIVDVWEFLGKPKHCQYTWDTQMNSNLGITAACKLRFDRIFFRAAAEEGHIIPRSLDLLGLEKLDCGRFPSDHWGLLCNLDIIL
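Incubation: 2 h at 37 °C; Test system: recombinant human TDP2; Quantity: enzyme 120 nM; Read-out basis: percent inhibition; Medium: 50 mM Tris-HCl pH 7.5 with Mg2+, KCl, DTT, BSA; Repeats: single replicate; Compound: 12.8 µM single point, 1% DMSO; Signal: epi absorbance; Reagent: 5 mM T5PNP chromogenic substrate; Benchmarks: no-enzyme high, DMSO-plus-enzyme low.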
SIAE primary = human SIAE inhibition, primary screen. Q9HAT2. SIAE FP-Rh probe binding, fluorescence polarization. inhibition, % at 9.66 µM. 370,000 compounds, 0.69% hits. AID 1053197;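 active = inhibition above a cutoff: mean of compounds within the control limits plus 3 SD of those, cut at about 17% in these data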;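 also: 0% = plate median of compound wells and 100% = probe without SIAE protein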
LEDGF integ inh = blocks HIV-1 LEDGF/p75-dependent DNA integration; TR-FRET IN-LEDGF/p75 DNA integration, Eu/Cy5; inhibition, % at 3.7 µM; 370,000 compounds, 0.64% hits; AID 743269;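 active = inhibition above the screen-wide mean plus 3 SD, cut at about 13% in these data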;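 also: signal is the Cy5 over europium emission ratio at 671 and 618 nm; 0% = plate median of compound wells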
DDE Tn7 FP inh = DD(E)-Tn7 binding inhibition, primary FP screen | FP displacement of FITC-Tn7 peptide from fibrin DD(E); 0% = median of compound wells per plate | inhibition, % at 8.3 µM | 370,000 compounds, 0.13% hits;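 active = inhibition above the mean of compounds falling within the control limits plus 3 SD of them, cut at about 14% in these data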;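 also: 0% = plate median of compound wells and 100% = 10 µM Aha-Tn7 peptide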
Target sequence (P02675 whole entry, looked up): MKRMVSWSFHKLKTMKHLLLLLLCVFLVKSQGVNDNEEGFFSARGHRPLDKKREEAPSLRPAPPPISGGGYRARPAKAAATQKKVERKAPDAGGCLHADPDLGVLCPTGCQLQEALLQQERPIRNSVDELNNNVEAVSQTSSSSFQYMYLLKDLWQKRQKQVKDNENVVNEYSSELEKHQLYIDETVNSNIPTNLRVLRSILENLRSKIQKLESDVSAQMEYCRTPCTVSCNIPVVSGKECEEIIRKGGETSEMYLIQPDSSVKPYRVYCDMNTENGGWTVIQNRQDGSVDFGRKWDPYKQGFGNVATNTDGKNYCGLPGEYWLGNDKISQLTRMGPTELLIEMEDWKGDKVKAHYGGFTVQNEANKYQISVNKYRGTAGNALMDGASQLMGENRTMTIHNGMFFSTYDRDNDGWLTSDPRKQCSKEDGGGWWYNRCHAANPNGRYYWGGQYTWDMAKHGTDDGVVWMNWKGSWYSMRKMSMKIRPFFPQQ
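Test system – human fibrin DD(E) · Times – 10 min preincubation, 3 h with tracer, room temperature · Detection – fluorescence polarization of the labelled Tn7 tracer · Measure – percent inhibition normalized to high-control wells · Benchmarks – high control wells with 10 µM unlabelled Aha-Tn7 peptide (full inhibition) · Repeats – singlicate testing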
Active calls of the source: *; · = not tested or not shown.

SMILES	PG9 Ab binder	TCR-CD3 inh	PRMT1 FP inh	mABHD4 FP	UHRF1 MBD2 ctr	HTRA1 inhibitor	TDP2 absorb	SIAE primary	LEDGF integ inh	DDE Tn7 FP inh
CCOC(=O)c1ccc(-n2ccnc2)c(NC(=O)c2ccc(Cl)cc2)c1	-1.1	5	-3	2	1	-9	-6	1	-4	-5
O=C(Cc1c[nH]c2ccccc12)Nc1ccc(Nc2cccnc2)cc1	-1.6	4	1	10	2	·	-4	9	-3	3
Cc1cc(NC(=O)CSC2=NS(=O)(=O)c3ccccc3N2)no1	-2.2	4	0	0	-1	0	3	-5	0	-7
Cn1c(=O)n(CC(=O)NCc2cccnc2)c2ccccc21	0.8	-5	0	7	4	5	1	5	0	4
COc1cccc(Oc2c(C)oc3c(CN4CCOCC4)c(O)ccc3c2=O)c1	1.2	-9	-4	-4	2	3	-24	-2	-2	-2
CCOc1ccc(C)cc1S(=O)(=O)n1ccnc1	-1.3	-2	1	-1	2	0	7	5	2	7
CCc1ccc2[nH]c(=O)c(CN(Cc3ccco3)S(=O)(=O)c3ccc4c(c3)OCCO4)cc2c1	-1.6	3	-1	-1	0	-2	6	-2	0	2
COc1ccc(CCNc2ncnc3[nH]ncc23)cc1OC	0.9	-1	-3	5	2	-3	-4	-3	-1	0
O=C(CSc1c2c(nc3ccccc13)CCC2)N1CCCC1	-3.3	1	0	-3	0	-71	3	4	-2	-3
O=C(NC1CCCCC1)N1CCSC1=Nc1ccccc1	-1.6	6	-2	-10	0	-17	-2	-3	3	-4

Some of the entries above, reformatted:
> CCOc1ccc(C)cc1S(=O)(=O)n1ccnc1
  PG9 Ab binder: -1.3
  TCR-CD3 inh: -2
  PRMT1 FP inh: 1
  mABHD4 FP: -1
  UHRF1 MBD2 ctr: 2
  HTRA1 inhibitor: 0
  TDP2 absorb: 7
  SIAE primary: 5
  LEDGF integ inh: 2
  DDE Tn7 FP inh: 7
> O=C(CSc1c2c(nc3ccccc13)CCC2)N1CCCC1
  PG9 Ab binder: -3.3
  TCR-CD3 inh: 1
  PRMT1 FP inh: 0
  mABHD4 FP: -3
  UHRF1 MBD2 ctr: 0
  HTRA1 inhibitor: -71
  TDP2 absorb: 3
  SIAE primary: 4
  LEDGF integ inh: -2
  DDE Tn7 FP inh: -3

Continued.
SMILES	PG9 Ab binder	TCR-CD3 inh	PRMT1 FP inh	mABHD4 FP	UHRF1 MBD2 ctr	HTRA1 inhibitor	TDP2 absorb	SIAE primary	LEDGF integ inh	DDE Tn7 FP inh
O=C(Nc1nccs1)c1ccc(COc2ccc(F)cc2)o1	-0.9	4	-1	-4	2	-8	7	1	-2	-6
CCC(C(=O)N/N=C(\C)c1cccnc1)c1ccccc1 (configuration not stated)	0.4	7	1	-1	-3	-7	6	8	-2	0
Cn1nc(C(C)(C)C)cc1C(=O)N1CCCCC1c1cc(C(=O)Nc2ccc3c(c2)OCO3)no1 (configuration not stated)	1.7	5	-1	7	1	·	4	-1	1	2
CNC(=O)/C(C#N)=c1\s/c(=C/C(=O)OC)c(=O)n1-c1ccccc1	2.4	-7	3	-35	-2	-10	-3	-4	-1	-2
Cc1cc(-n2nc3ccccc3n2)c(O)c([N+](=O)[O-])c1	1.0	-8	2	-4	-1	1	1	4	-3	1
CC#C[C@]1(O)CC[C@H]2[C@@H]3CCC4=CC(=O)CCC4=C3[C@@H](c3ccc(N(C)C)cc3)C[C@@]21C	-2.1	5	6	5	-1	3	-5	7	-2	-3
Cn1c(CCNC(=O)c2cccs2)n[nH]c1=S	0.0	3	-1	-4	-2	-3	8	2	2	2
CC(=O)c1cc(CN2CCN(C3CCN(C(C)C)CC3)C(CCO)C2)cs1 (configuration not stated)	-0.3	-5	0	3	2	-3	-5	7	0	3
CCOc1cc(C(=S)N2CCOCC2)ccc1OS(=O)(=O)c1ccccc1	-1.3	-4	-1	-2	3	-4	6	1	0	10
Cc1cc(C(=O)CN2C(=O)C(=O)N(Cc3ccccc3)C2=O)c(C)n1-c1ccccc1F	-0.2	0	3	2	0	-3	-1	-5	-5	0
CCn1c(COc2c(C)cccc2C)nnc1SCc1nc2ccccc2c(=O)[nH]1	-0.5	4	-3	-6	6	1	-8	4	0	1
OC1(c2nc3ccccc3[nH]2)CCCCC1	2.4	3	-1	10	1	6	-7	3	-1	1
COc1ccc(Cn2ccnc2)cc1Br	-0.6	2	2	1	-3	-1	-2	-4	0	3
Cc1nc(C(=O)Nc2ccccc2)sc1C1(C)CC(c2cccc([N+](=O)[O-])c2)=NO1 (configuration not stated)	-1.8	5	0	-12	0	-36	6	5	-1	0
CCC(=O)c1ccc(OCC(=O)OCC(=O)N2c3ccccc3CC2C)cc1 (configuration not stated)	-0.8	4	-2	3	3	-7	-3	-9	3	-2
O=C(Nc1ccc(F)cc1)N1CCC(c2nc3c(nnn3Cc3ccccc3Cl)c(=O)[nH]2)CC1	-2.9	-4	2	-4	-2	-49	-2	0	2	0
Cc1ccc2nc(N(CCCN(C)C)C(=O)COc3ccc(Cl)cc3)sc2c1	-1.2	12	0	10	0	-2	-2	-4	0	3
O=C(c1cc(-c2ccco2)on1)N1CCN(c2ccccc2)CC1	0.0	-5	3	2	-2	-1	9	-1	1	6
COc1ccc(C(C(=O)NC(C)(C)C)N(C(=O)Cn2nnc3ccccc32)c2ccc(C(C)=O)cc2)cc1O (configuration not stated)	-1.8	-1	4	-6	6	6	-7	5	1	1
Cn1cccc1Cc1nnc(SCC(=O)N2CCN(c3ccccc3)CC2)n1-c1ccc(F)cc1	-1.1	-2	-1	-6	-2	-3	3	5	-1	0
Clc1ccc(CSc2nnc(-c3ccccn3)n2Cc2ccco2)c(Cl)c1	-1.3	-3	19	-4	5	-41	-8	-2	0	-3
Cc1ccc(S(=O)(=O)N2CCOCC2)cc1NC(=O)COC(=O)c1cnc(Cl)c(Cl)c1	0.3	3	4	4	1	2	3	-1	-4	3
CCc1nnc(NC(=O)CSc2nnc(-c3ccccc3OC)n2-c2ccccc2)s1	1.3	-8	-2	-9	-1	-7	-5	-4	4	-1
CCC(C)NCCCOc1ccc(C)cc1OC (configuration not stated)	-0.3	18	1	11	0	-1	-2	-11	-4	7
COCCNC(=O)c1cc(-c2ccccc2)n(Cc2cc(C)no2)n1	-0.6	3	-2	-2	3	-3	3	2	1	-1
CCCN(C(=O)Cc1csc(-c2ccccc2)n1)C1CCS(=O)(=O)C1 (configuration not stated)	-0.2	8	-2	2	-2	-1	10	-4	2	5
C=CCNC(=S)NNC(=O)c1ccc(OCCC)cc1	2.1	0	0	6	2	-6	3	-3	0	-1
CCC(C)NC(=O)CSc1n[nH]c(=O)n1CCc1ccccc1 (configuration not stated)	0.3	-2	5	-6	2	3	-5	4	-6	0
O=C(CN1C(=O)c2cccc3cccc1c23)Nc1ccc(S(=O)(=O)Nc2nccs2)cc1	-0.2	-1	4	-8	4	7	-9	-5	-1	1
CCC(C)(C)C(=O)Nc1cc([N+](=O)[O-])ccc1Cl	0.8	6	0	-4	0	-2	-4	-3	1	2
Cn1c(=O)c2c(nc(NCc3ccc4c(c3)OCO4)n2Cc2ccccc2)n(C)c1=O	-1.0	3	2	8	0	-9	4	2	4	-4
COCC(=O)Nc1cccc2ccccc12	0.8	2	-3	-2	-1	2	6	2	4	6
CCN(C(=O)C1CCN(c2ncccn2)CC1)c1ccccc1	·	·	-4	5	-1	·	9	-4	2	-8
CCOC(=O)C1=CN(Cc2cccc(F)c2)S(=O)(=O)NC1c1ccc(F)c(Cl)c1 (configuration not stated)	1.8	2	-3	-28	-4	-39	2	-12	-4	1
O=C(COc1ccccc1F)Nc1ccc(S(=O)(=O)Nc2nccs2)cc1	1.9	5	-2	-6	18	0	2	7	1	-4
CCCc1nc2ccccc2c(=O)n1NC(=O)c1c(O)c2cccc3c2n(c1=O)CCC3	1.0	6	-3	0	-1	4	7	1	-1	0
CN1CCN(S(=O)(=O)c2ccc(NC(=O)c3ccc(Br)o3)cc2)CC1	-1.3	2	-2	5	2	-1	-4	0	0	-2
C#CCOc1c(Cl)cc(/C=N/O)cc1OC	-1.4	-3	0	-3	2	-1	3	6	-2	1
CC(C)(C)OC(=O)C(C(=O)OC(C)(C)C)c1ccc(Cl)nn1	-0.5	2	1	-4	0	-2	-2	-1	2	2
Fc1ccc(-n2nnc(-c3cccnc3Cl)n2)cc1	0.0	7	-1	1	-1	-15	13	1	-2	5
COc1ccc(C2CC(=O)c3cc(OC)c(OC)cc32)cc1OC (configuration not stated)	1.1	-7	2	8	2	·	-6	1	-3	-2
COC(=O)c1ccc(CSc2ncn[nH]2)o1	0.3	-2	0	6	-3	-2	18	9	-1	-3
O=C(NCc1ccco1)NC12CC3CC(CC(C3)C1)C2	1.5	4	2	-4	0	-3	5	-1	0	11
CCOCCCNC(=O)c1cn(C)c2ccc(S(=O)(=O)N3CCCCC3)cc2c1=O	0.9	-2	-1	3	-1	-2	9	13	0	0
C=CCn1c(SCC(=O)Nc2sccc2C(N)=O)nc2sc(CC)cc2c1=O	1.4	-3	0	-32	2	-37	-7	4	3	-4
C=CCSc1nc2sc(C)c(C)c2c(=O)[nH]1	1.0	2	-2	2	0	-7	5	1	2	5
COc1cccc(C(=O)N[C@@H](Cc2cccnc2)C(=O)N2CCC[C@H]2C(=O)NCc2ccccc2)c1	-0.9	4	-1	-5	0	·	-6	10	0	1
CC(C)(C)NC(=S)N/N=C/c1c(Cl)cccc1Cl	-2.1	3	-3	4	36*	-2	6	13	3	7
FC(F)(F)c1nnc2ccc(N3CCCCC3)nn12	-2.0	1	-1	6	0	·	-9	-1	2	-3
COc1ccc(NC(=O)c2oc3ccccc3c2C)cn1	-2.8	4	-1	-9	-2	-19	1	-2	0	4

More records
SMILES	PG9 Ab binder	TCR-CD3 inh	PRMT1 FP inh	mABHD4 FP	UHRF1 MBD2 ctr	HTRA1 inhibitor	TDP2 absorb	SIAE primary	LEDGF integ inh	DDE Tn7 FP inh
COc1cccc(-c2cc3nc(-c4ccco4)cc(N4CCN(C(C)=O)CC4)n3n2)c1	·	·	50*	-3	-4	·	6	-16	3	-2
O=C(c1cc(C2CC2)on1)N1CCOCC1	-0.1	-4	-3	-4	2	-3	-7	3	1	-15
COC(=O)c1ccc(/C=C2\N=C(SC)SC2=O)cc1	1.4	-1	2	5	0	0	1	11	-3	1
COc1ccc(OC)c(NC(=O)COC(=O)c2ccc(OC)c(S(=O)(=O)N3CCCC3)c2)c1	0.8	3	-2	3	-1	3	3	-1	0	7
Cn1c(CN2CCOCC2)nnc1SCC(=O)Nc1ccc2c(c1)OCCO2	1.4	1	-3	0	2	2	-3	0	2	8
COc1cc(OC)cc(C(=O)Nc2ccc(-c3nc4ccccc4o3)cc2)c1	-1.2	0	-3	-13	-2	-41	-7	-11	-1	-4
CC(C)Nc1nc(NC(C)C)nc(Oc2ccc(OCc3ccccc3)nn2)n1	-1.7	0	2	3	0	-6	0	-4	-6	2
